# HTR5A ag: HTR5A agonists in luminescence cell assay, primary screen, counter-screen for OPRM1-OPRD1 heterodimer agonist project, full-deck HTS | activation, % at 9.3 µM | hit rate 0.61% among 340,000 | cell-based | 5-hydroxytryptamine receptor 5A (Homo sapiens), P47898; in the data active = activation mostly above about 9.5%, no sharp cut-off; inactive = mostly below about 7.6%;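 note: 0% = cells with vehicle only and 100% = reference agonist; strong numbers were not always called active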
# Target sequence (P47898 whole entry, looked up): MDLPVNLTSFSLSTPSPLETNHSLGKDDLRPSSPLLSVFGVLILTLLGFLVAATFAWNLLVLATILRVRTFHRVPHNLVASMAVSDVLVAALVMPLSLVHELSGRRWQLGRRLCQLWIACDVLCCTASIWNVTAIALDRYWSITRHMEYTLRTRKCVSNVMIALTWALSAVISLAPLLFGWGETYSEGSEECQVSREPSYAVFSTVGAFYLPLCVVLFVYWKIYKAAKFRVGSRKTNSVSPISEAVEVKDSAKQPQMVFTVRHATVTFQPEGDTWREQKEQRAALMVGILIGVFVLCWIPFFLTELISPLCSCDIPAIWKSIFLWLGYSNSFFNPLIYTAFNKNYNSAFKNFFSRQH
# cardiac RTF act: cardiac RTF calcium sensitivity activators, primary screen, biochemical, IANBD-TnC fluorescence, EC20 calcium. Troponin I, cardiac muscle (Homo sapiens) + Troponin T, cardiac muscle (Homo sapiens) + …. activation, % at 7.2 µM. AID 493008, 2010. IANBD-labeled TnC RTF fluorescence at EC20 calcium; 0% EC20 calcium, 100% full calcium. hit rate 0.24% among 340,000;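 active = activation above the mean over all tested compounds plus 3 SD, cut at about 30% in these data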;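 note: rise in fluorescence read as greater calcium sensitivity of cardiac thin filaments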
# OPRM1-OPRD1 inv: inverse agonists of MOR-DOR heterodimerization, primary screen, cell-based, luminescence; Mu-type opioid receptor (Homo sapiens) + Delta-type opioid receptor (Homo sapiens), …; cell-based MOR-DOR heterodimer luminescence, inverse agonism; inhibition, % at 9.3 µM; hit rate 0.21% among 340,000; AID 504357, 2011; in the data active = inhibition above about 22%, passing the limit was not always enough;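 note: 0% = cells with DMSO and 100% = wells without cells with DMSO; values of inactives mirror those of a sister screen read the other way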
# LANA DNA inh: inhibitors of KSHV C-LANA binding to DNA, primary screen, biochemical, fluorescence polarization, FAM-LBS DNA, MBP-C-LANA, single point. Kaposi's sarcoma herpesvirus LANA C-terminal domain (residues 932-1162) DNA binding. AID 504423, 2011. inhibition, % at 9 µM. hit rate 0.078% among 340,000;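 active = highest replicate inhibition at or above 60% at 9 µM, even if other replicates fall short; inactive = all replicates below 60% inhibition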;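 note: 0% = neutral control wells and 100% = 4 µM acridine orange control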
# OPRM1-OPRD1 ag: agonists of OPRM1-OPRD1 heterodimerization, primary screen, cell-based, luminescence. Mu-type opioid receptor (Homo sapiens) + Delta-type opioid receptor (Homo sapiens), …. cells. activation, % at 9.3 µM. hit rate 0.3% among 340,000. AID 504326, 2011; in the data active = activation above about 18%;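 note: 0% = vehicle-treated cells and 100% = reference agonist; values of inactives mirror those of a sister screen read the other way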
# Cardiac RTF inh: cardiac RTF calcium sensitivity inhibitors, primary screen, biochemical, IANBD-TnC fluorescence, EC70 calcium | hit rate 0.12% among 340,000 | Troponin I, cardiac muscle (Homo sapiens) + Troponin T, cardiac muscle (Homo sapiens) + … | AID 493244, 2011 | inhibition, % at 7.15 µM | IANBD-labeled cardiac RTF, Ca2+ fluorescence;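 active = inhibition above the mean inhibition of all tested compounds plus 3 SD, cut at about 17% in these data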;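 note: assay run at fixed EC70 calcium of 1.6 mM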
# CAL PDZ FP: untagged CAL PDZ binding inhibitors, primary screen, biochemical, fluorescence polarization, HTS | purified CAL PDZ, TMR-peptide fluorescence polarization, 1 h | inhibition, % at 24.9 µM | hit rate 0.92% among 300,000 | AID 602252, 2012;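 active = mean inhibition of at least 30% with at least half of replicates also reaching 30%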;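 note: 0% = DMSO neutral control and 100% = excess unlabeled competitor peptide PRC23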
# V-ATPase pH: regulators of yeast V-ATPase proton pumping, primary screen, pHLuorin cytosolic pH fluorescence | response, % at 10 µM | hit rate 0.37% among 350,000 | S. cerevisiae; in the data active = response mostly above about 7.3%, no sharp cut-off; inactive = mostly below about 5.4%; note: actives read high; inactives centre near 0; some compounds called inactive have numbers as strong as hits; reference of the scale not given here
# HTR5A inv ctr: HTR5A inverse agonists in luminescence cell assay, primary screen, counter-screen for OPRM1-OPRD1 heterodimer inverse agonist project, full-deck HTS | HTR5A cell line, inverse agonism | hit rate 0.083% among 340,000 | inhibition, % at 9.3 µM | 5-hydroxytryptamine receptor 5A (Homo sapiens), P47898; in the data active = inhibition mostly above about 23%, no sharp cut-off; inactive = mostly below about 18%;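 note: 0% = cells with DMSO and 100% = no-cell wells with DMSO; some compounds called inactive have numbers as strong as hits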
# Keap1 Nrf2 FP: Keap1-Nrf2 protein-protein interaction inhibitors, primary screen, biochemical, fluorescence polarization, single point. inhibition, % at 9.4 µM. hit rate 0.15% among 340,000. Kelch-like ECH-associated protein 1 (Homo sapiens), Q14145. Keap1 Kelch-Nrf2 peptide fluorescence polarization, 1536-well. AID 504523, 2011; in the data active = inhibition above about 12%;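 note: human Keap1 Kelch domain with fluorescein labeled Nrf2 9mer peptide probe; 0% = neutral control wells and 100% = peptide positive control; higher means more block of Keap1 binding to Nrf2 peptide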
# Target sequence (Q14145 whole entry, looked up, the tested form may be a part): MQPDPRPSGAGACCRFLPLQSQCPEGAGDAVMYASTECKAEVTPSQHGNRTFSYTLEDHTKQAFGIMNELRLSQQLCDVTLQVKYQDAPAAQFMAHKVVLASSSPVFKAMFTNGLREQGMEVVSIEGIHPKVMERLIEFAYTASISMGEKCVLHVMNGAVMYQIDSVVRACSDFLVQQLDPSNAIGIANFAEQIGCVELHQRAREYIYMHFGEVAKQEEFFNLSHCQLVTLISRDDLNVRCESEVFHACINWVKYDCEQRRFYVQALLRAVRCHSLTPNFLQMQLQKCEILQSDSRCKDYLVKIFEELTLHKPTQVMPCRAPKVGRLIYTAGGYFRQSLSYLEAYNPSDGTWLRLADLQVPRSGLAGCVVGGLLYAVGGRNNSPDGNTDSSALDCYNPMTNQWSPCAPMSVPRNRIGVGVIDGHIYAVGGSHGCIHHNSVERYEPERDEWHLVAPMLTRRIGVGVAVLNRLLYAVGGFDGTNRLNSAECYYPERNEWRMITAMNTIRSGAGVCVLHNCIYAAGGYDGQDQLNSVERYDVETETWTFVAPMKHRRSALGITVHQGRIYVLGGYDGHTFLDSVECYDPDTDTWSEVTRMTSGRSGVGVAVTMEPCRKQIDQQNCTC
# Active calls of the source: *; nt = no result given.
molecule	cardiac RTF act	Keap1 Nrf2 FP	V-ATPase pH	LANA DNA inh	OPRM1-OPRD1 ag	Cardiac RTF inh	HTR5A ag	HTR5A inv ctr	OPRM1-OPRD1 inv	CAL PDZ FP
O=C(Nc1ncc2c(n1)CC(c1ccco1)CC2=O)c1ccccc1 (stereo not drawn)	-6	3	1	1.4	-0.8	-1	1	12	4	-1
O=C(N/N=C/c1cc(Br)cc(Br)c1O)c1cccc(S(=O)(=O)N2CCOCC2)c1	2	-5	-3	0.9	-1.3	-11	5	-1	7	1
CCC(NC(=O)NCCCn1ccnc1)(C(F)(F)F)C(F)(F)F	4	-5	-6	0.1	-0.8	-7	6	-17	5	-3
CCN(CC)c1ccc(NC(=O)COC(=O)Cc2ccsc2)cc1	6	-5	-4	-0.3	2.5	-23	0	-8	-17	-3
Cc1ccc2cc(C=O)c(Cl)nc2c1	4	-5	0	-1.6	-1.4	-12	-5	13	7	-4
COc1ccc(N(C(=O)CSCC(=O)Nc2cc(C)on2)C(C(=O)NC2CCCCC2)c2ccc(O)c(O)c2)cc1 (stereo not drawn)	0	0	1	-0.7	0.1	-4	-1	3	-1	-4
O=C(Nc1ccc2c(c1)Cc1ccccc1-2)c1cccnc1	-1	3	0	2.8	-0.1	5	-3	9	1	0
Cc1ccc(S(=O)(=O)N(C)CC(=O)OCC(=O)NC(=O)NC(C)C)cc1	2	1	-3	2.1	0.4	-6	0	1	-2	-6
Cc1ccn2c(=O)nc(SCC(=O)N3N=C(c4cccs4)CC3c3ccc(F)cc3)nc2c1 (stereo not drawn)	0	-4	1	-1.2	-2.4	-6	-2	6	12	2
Cc1c(CC(=O)O)c(=O)oc2c(C)c3occ(-c4ccc(Br)cc4)c3cc12	-11	1	0	-1.3	-3.2	3	-1	3	15	-13
CCCNC(=S)N1CCC(C(=O)c2ccc(Cl)cc2)CC1	0	-4	0	2.0	-3.2	-1	4	-15	15	1
C=CCOc1ccc2c(c1)C(=NO)c1cc(OCC=C)ccc1-2	-6	2	0	0.8	5.0	1	-3	15	-28	-1
CCC(=O)NCCc1nc2cc(NC(=O)COc3ccccc3)ccc2n1C	-8	2	1	-0.8	3.6	8	5	-14	-29	-3
O=C(CN1CCS(=O)(=O)CC1)N/N=C/c1cccc(C(F)(F)F)c1	-1	-3	0	-1.9	-1.5	-2	-6	3	5	1
O=C(NCCCc1ccccc1)c1c(O)nc2sccn2c1=O	-2	1	1	1.1	0.8	7	5	-15	-5	5
CC1=CC(C)(C)N(C(=O)CSc2nnc(C)s2)c2ccc(C)cc21	2	3	1	-0.6	1.1	-7	5	6	-6	-10
O=C(c1ccc2c(c1)OCO2)C1CCCN(Cc2cccc(C(F)(F)F)c2)C1 (stereo not drawn)	-2	-1	0	1.7	1.0	-6	2	6	-5	-5
CCn1c(SCC(=O)Nc2ccc(Br)cc2)nc2sc3c(c2c1=O)CCN(C)C3	7	-9	4	-2.3	0.1	-8	-5	18	0	-1
O=C(Nc1cccc(F)c1)C1CCN(C(=O)N2CCOc3ccccc32)CC1	3	0	-1	-1.3	-1.0	-3	-2	-5	6	-1
Cc1ccc(C(C(=O)NC2CCCCC2)N(Cc2ccco2)C(=O)Cc2c[nH]c3ccccc23)o1 (stereo not drawn)	2	-2	-3	0.0	2.3	-5	-1	1	-12	-2
COc1ccc(S(=O)(=O)Nc2ccc(NC(C)=O)cc2)cc1Br	2	-3	0	-0.4	-2.4	5	0	-18	12	nt
CC(C)CC(C(=O)Nc1ccccc1)N1C(=O)C2C3C=CC(C3)C2C1=O (stereo not drawn)	-6	7	-1	-1.1	-0.6	-9	3	-51	3	2
NS(=O)(=O)c1ccc(NC(=S)NCC2CCCO2)cc1 (stereo not drawn)	-1	1	-1	1.3	-1.1	-7	2	30	6	-2
c1cncc(-c2nc(-c3cccs3)cs2)c1	1	-2	2	-1.1	-1.9	-5	2	-7	11	4
O=C(NCc1ccccn1)C(=O)Nc1nc(-c2ccccc2)cs1	0	-2	-1	-0.2	-2.5	-1	6	-10	12	-5
CCCCSc1nnc(CNC(=O)C23CC4CC(CC(C4)C2)C3)n1Cc1ccccc1	-1	-4	-1	-10	1.0	4	4	-14	-5	-4
CCOC(=O)c1ccc(NC(=O)C2C3C=CC(C3)C2C(=O)O)cc1 (stereo not drawn)	-5	-5	-1	0.4	-1.1	0	-3	8	6	-1
O=C(Nc1cccc(-n2cccn2)c1)C1CCCN(Cc2ccccc2F)C1 (stereo not drawn)	4	-2	6	-0.2	-0.8	-1	-6	15	3	nt
Cn1c(=O)n(Cc2ccco2)c(=N)c2c3c(sc21)CCCC3	0	2	0	-0.3	-1.3	7	-5	13	7	-1
CNS(=O)(=O)c1cccc(C(=O)NCC2(N3CCCCC3)CCCCC2)c1	-1	3	2	-1.2	-0.6	-9	-3	7	3	-1
Cc1ccc(Oc2ncccc2/C=N/OCc2ccc(Cl)c(Cl)c2)cc1	1	0	-4	-0.3	-1.4	-5	6	-14	6	7
COC(=O)c1sc(S(=O)(=O)N2CCCCC2C)c(C(=O)OC)c1C (stereo not drawn)	-1	-4	-1	-1.4	3.0	-10	-1	2	-12	11
N#C/C(=C\c1c[nH]c2ccc(Br)cc12)c1ccccn1	5	-6	-2	-0.8	4.4	-12	5	-19	-20	-2
CC(OCC(O)CN1CCCCC1CCO)c1ccc(Cl)cc1 (stereo not drawn)	1	-2	2	-1.5	-1.1	-11	8	-22	6	-1
O=S(=O)(CCn1cccc1)CCn1cccc1	7	-6	-1	-0.3	0.2	-3	-3	-12	-1	-1
CC(OC(=O)COc1ccccc1Cc1ccccc1)C(=O)N(C)c1ccccc1 (stereo not drawn)	-8	1	0	-1.7	1.3	2	4	-11	-9	-4
CN1C(=O)c2ccccc2Sc2ccc(NC(=O)N3CCCC3)cc21	2	-6	-1	0.3	-1.9	0	-4	14	10	-9
COc1ccc(C2(C)CC(=O)NC2=O)cc1 (stereo not drawn)	0	-2	1	-1.9	-2.2	-5	-3	13	11	-8
CCCn1cc(CN2CCCC(C(=O)c3cccc(OC(C)C)c3)C2)c(C)n1 (stereo not drawn)	-6	1	-1	-0.8	2.0	2	1	-14	-14	3
COc1ccc(F)cc1S(=O)(=O)NCCCn1ccnc1	-1	-3	-2	-5.2	-1.3	-6	-4	2	7	-4
CCOc1ccccc1OCC(=O)Nc1ccc(N2CCCCC2)cc1	3	1	-2	-1.0	2.1	-4	1	-34	-12	-2
CCCC(=O)OCC(=O)Nc1ccccc1Sc1ccccc1	-3	-2	0	0.3	2.5	-3	3	26	-16	-2
COc1cccc(C(=O)Nc2nc(-c3ccc(S(=O)(=O)N4CCOCC4)cc3)cs2)c1	-7	-1	1	-1.2	0.1	6	3	-8	0	-2
Cc1cc(NC(=O)c2cc3cccc([N+](=O)[O-])c3[nH]2)ccc1F	6	-11	0	1.1	5.7	-8	12*	-36	-30	nt
CC(=O)c1ccc(N2CCN(S(=O)(=O)c3cccc4nsnc34)CC2)cc1	0	-2	-1	3.2	-1.1	6	0	1	6	2
O=C(NCc1cccnc1)C1CC(c2ccccc2O)=NO1 (stereo not drawn)	-1	-4	3	8.0	-2.9	5	4	-14	13	0
Cc1cccc(NC(=O)Cn2nc([N+](=O)[O-])c(Br)c2C)n1	0	-5	5	-0.3	-2.8	-3	-1	4	14	-5
c1cc(-c2nnc3n2CCC3)[nH]n1	5	-2	-1	0.6	-0.1	0	0	1	1	2
CC1CCN(C(=O)c2cc(Cl)nc3ccccc23)CC1	-2	-3	2	-0.5	-0.8	-5	-2	7	5	-1
O=C(NC1CCCC1)C(c1ccsc1)N(C(=O)Cc1cccs1)c1ccc(F)cc1 (stereo not drawn)	3	-4	2	1.6	-1.0	-2	-3	7	6	-2

# The list continues:
molecule	cardiac RTF act	Keap1 Nrf2 FP	V-ATPase pH	LANA DNA inh	OPRM1-OPRD1 ag	Cardiac RTF inh	HTR5A ag	HTR5A inv ctr	OPRM1-OPRD1 inv	CAL PDZ FP
COCC(=O)Nc1nc(-c2ccc(C)cc2)c(C)s1	-3	-1	0	0.3	1.8	-1	-5	-8	-10	-2
C=CCn1c(SCC(=O)NCCCO)nc2sc3c(c2c1=O)CCC3	-8	1	-3	5.0	-2.7	0	-4	14	13	-5
CC(C)(Oc1ccc(Cl)cc1)C(=O)NCc1ccco1	-1	-4	-2	-0.8	-0.5	-2	4	4	3	-2
Cc1cc(C(=O)CSc2nc3ccccc3c(=O)[nH]2)c(C)n1C	-5	-9	-2	1.5	-3.1	-2	-2	-15	19	0
CC(=O)Nc1ccc(Oc2sc(C(=O)c3ccccc3)c(N)c2C#N)cc1	-3	1	0	-1.9	-3.7	1	2	11	15	nt
O=C(c1cc(Cl)c(=O)n(Cc2ccccc2)c1)N1CCOCC1	0	-1	3	-1.2	-0.8	-4	-3	10	4	1
Cc1cccc(-c2noc(-c3cc4ccccc4oc3=O)n2)c1	-7	1	2	0.8	4.9	4	6	-5	-29	-2
CC(C)c1ccc(/C=C/C(=O)NCc2ccc(S(N)(=O)=O)cc2)cc1	-1	-3	-1	-0.1	-0.6	-2	3	-8	3	3
Cn1nnnc1SCC(=O)N1CCCc2ccccc21	10	-3	1	1.0	0.0	2	6	-36	0	-2
COc1cc(C)c(C2NC(=O)c3ccccc3N2)cc1C (stereo not drawn)	0	2	4	0.5	-1.7	-12	-3	12	7	-1
CC1Cc2ccccc2N1C(=O)c1cnc2sccn2c1=O (stereo not drawn)	3	4	0	-4.6	-0.7	-13	2	-11	4	-1
CCc1ccc(-c2nc(CN3CCC(C(=O)NCCN(CC)c4ccccc4)CC3)c(C)o2)cc1	-2	-8	-2	-1.9	10	1	8	-11	-53	-4
COCCn1c(SCCCc2ccccc2)nc2c1c(=O)[nH]c(=O)n2C	-2	-6	2	0.0	-1.7	-1	-1	10	7	7

# Assay outcomes deposited in PubChem by several laboratories.
